SKKanGAS inh: S. pyogenes SKKanGAS growth inhibitors in kanamycin, primary screen, streptokinase expression inhibitor project, SKKanGAS strain, BacTiter-Glo luminescence | 6 h | inhibition, % at 7.5 µM | 1.3% of 300,000 active | AID 1662, 2009;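 active = mean replicate score, as percent of positive control median, at least 50; inconclusive = mean below 50 but one replicate at or above 50; inactive = mean and every replicate below 50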;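 note: strain carries kanamycin resistance gene driven by streptokinase promoter and grows in 40 µg/ml kanamycin; loss of luminescence reflects streptokinase promoter inhibition or plain growth inhibition; 0% = median of DMSO wells and 100% = positive control at its reference dose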
HSF-1 act: HSF-1 activators, primary screen, NIH3T3-HGL cells, MG132 stress, luminescence, single point | NIH3T3-HGL HSF-1 luciferase reporter, 8 h; 100% = twice DMSO control signal | activation, % at 9 µM | 1.7% of 300,000 active;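 active = mean replicate activation of at least 50% with a set share of replicates each reaching 50%; inconclusive = only one of those two conditions met; inactive = mean below 50% and too few replicates reaching it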;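 note: 0% = median of the neutral control wells and 100% = twice that signal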
aSyn UTR inh: MLPCN primary screen, SNCA 5' untranslated region; alpha-synuclein 5'UTR reporter, inhibitor activity; inhibition, % (tested at 7.5 µM); 0.82% of 300,000 active; AID 1813, 2009; in the data active = inhibition above about 60%; inconclusive = no clear call, values can overlap the other calls;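 note: H4 neuroglioblastoma cells stably carrying SNCA 5'UTR luciferase fusion; 0% = DMSO wells and 100% = positive control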
HSP90 refold inh: HSP90 inhibitors, primary screen, cell lysate, luminescence. Heat shock protein HSP 90 (rabbit reticulocyte lysate; luciferase refolding). Rabbit reticulocyte lysate, luciferase refolding luminescence, 3 h. inhibition, % at 5.6 µM. 0.91% of 290,000 active;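 active = inhibition above the screen-wide mean plus 3 SD, computed separately per campaign, cut at about 16% in these data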;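 note: 0% = DMSO wells and 100% = 60 µM geldanamycin wells; inhibitors lower the luminescence because luciferase stays unfolded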
AI-2 QS modul: Vibrio harveyi AI-2 quorum sensing modulators, primary screen, JMH597 strain, luminescence/OD600 ratio; Vibrio harveyi JMH597 AI-2 luminescence/OD600 ratio, 9 h; hits give low values; strain lacks LuxN and CqsS sensors; 0 = neutral-control median; activity change, % at 7.5 µM; 0.4% of 300,000 active; in the data active = activity change below about -75%, passing the limit was not always enough; inconclusive = no clear call, values can overlap the other calls;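 note: luminescence divided by OD600 gain over 9 h not by final OD600 alone; inactives centre near 13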
Platelet DG rel: inhibitors of platelet dense granule secretion, primary screen, cell-based, MLPCN, human platelets. AID 1663, 2009. inhibition, %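 (compounds screened at 7.5 µM in platelet-rich plasma)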. 0.22% of 300,000 active. human platelet-rich plasma, SFLLRN dense granule ATP release, luminescence;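 active = mean replicate score, as percent of positive control, at or above 50; inconclusive = mean below 50 but at least one replicate at or above 50; inactive = mean and every replicate below 50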
HIF activator: HIF pathway transcriptional activators, primary screen, cell-based, U2OS HRE-luciferase, luminescence | U2OS HRE-luciferase reporter; normalized: DMSO 0%, desferrioxamine 100% | activation, % at 7.5 µM (by protocol) | 0.32% of 300,000 active;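 active = mean activation of at least 10% of the iron chelator positive control signal, with at least half of replicates also reaching 10%; inconclusive = mean and replicate majority disagree about reaching 10%; inactive = mean and most replicates under 10%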
HSF1 inhib: HSF1 inhibitors in luciferase reporter cells, primary screen, cell-based, NIH3T3, luminescence; AID 2098, 2009; activity change, negative = inhibition, % at 7.5 µM (by protocol); NIH3T3-HGL HSE-luciferase, MG132-induced, luminescence 8 h; hits give low values; 0.77% of 300,000 active;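 active = more than half of replicate wells show activity change below -50%, luminescence cut by over half; inconclusive = some wells, but at most half, below -50%; inactive = no replicate well below -50%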;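 note: luciferase reports HSF-1 transcriptional activity via heat shock element; 0% = median of DMSO wells and -100% = zero luminescence signal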
KLF5 inhibitor: KLF5 expression inhibitors, primary screen, DLD-1 cells, luminescence; DLD-1 KLF5 promoter-luciferase reporter; inhibition, % at 5 µM; 0.23% of 290,000 active; AID 1700, 2009;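 active = inhibition above a per-plate limit of that plate's mean compound inhibition plus 3 SD, cut at about 60% in these data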;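 note: 0% = DMSO wells and 100% = LY294002 at 200 µM; higher means less KLF5 promoter-driven luciferase light; inactives centre near -14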
IEC-6 tox: cytotoxicity in IEC-6 intestinal epithelial cells, primary screen, cytotoxicity control for KLF5 inhibitor project, cell-based, luminescence | IEC-6 cytotoxicity, luminescence viability | inhibition, % at 5 µM | 0.78% of 290,000 active; in the data active = inhibition above about 22%;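 note: 0% = plate median of test compound wells and 100% = cytotoxic reference compound wells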
* = called active by the depositor; ? = inconclusive; / = no result given.

SMILES | SKKanGAS inh | HSF-1 act | aSyn UTR inh | HSP90 refold inh | AI-2 QS modul | Platelet DG rel | HIF activator | HSF1 inhib | KLF5 inhibitor | IEC-6 tox
O=C(N/N=C/c1c(O)n(CCc2ccccc2)c(=O)[nH]c1=O)c1ccccc1O | 103* | -3 | 0 | 1 | 8 | 5 | 0.5 | 5 | 0 | 8
COc1cccc(CNCCc2c[nH]c3ccccc23)c1OC | -9 | 3 | -19 | -2 | -15 | 0 | -1.1 | -10 | -20 | -2
CC(=O)O[C@@H]1/C=C/[C@](C)(O)C[C@@H](C)C/C=C/[C@H]2[C@@H]3O[C@]3(C)[C@@H](C)[C@H]3[C@H](Cc4ccccc4)NC(=O)[C@@]312 | -1 | 12 | 114* | / | -7 | -11 | -2.0 | 9 | / | /
O=C1/C(=C\c2ccccc2)C2OCC=C3CN4CCC56c7ccccc7N1C5C2C3CC46 (stereo unspecified) | -4 | 20 | -39 | 4 | 11 | -3 | 2.4 | -2 | -11 | 8
CC(C)n1cc(C(=O)N(CC(=O)NC(C)(C)C)Cc2ccccc2)cn1 | 0 | -5 | -7 | 1 | 9 | 0 | 0.0 | -2 | 8 | 6
COc1ccc(C(=O)c2nc3ccccc3n2C(C)C)cc1OC | -2 | -5 | 5 | -2 | 16 | 4 | 1.1 | 8 | -12 | 0
COc1cc(CC(C)N)c(OC)cc1I (stereo unspecified) | 0 | -19 | 0 | / | 14 | 3 | 0.2 | -13 | / | /
Cc1ccnc(-n2c(-c3ccco3)nc3ccccc3c2=O)c1 | -2 | 0 | 13 | 1 | 18 | 10 | -0.1 | -6 | -3 | 0
CCc1nc2ccc(Br)cc2c(=O)n1-c1ccccc1C(F)(F)F | 10 | -1 | 12 | 0 | 17 | 2 | 0.2 | 1 | -2 | -2
O=C(CNC(=O)c1ccccc1Cl)Nc1ccc(Br)cc1C(=O)c1ccccc1 | 6 | 2 | 21 | 3 | 1 | -1 | 0.1 | 4 | 21 | -5
Brc1cc2c(cc1CN1CCN(c3ccccc3)CC1)OCCO2 | -2 | 11 | 14 | 3 | 18 | 9 | -0.1 | 5 | -39 | 2
Nc1cc(C(=O)Nc2ccc(Cl)cc2)ccc1N1CC2CC(C1)c1cccc(=O)n1C2 (stereo unspecified) | -1 | ? | 3 | -2 | 23 | -15 | -0.5 | 20 | -3 | -3
O=C(CNC1CCCCC1)N1CCC2(CC1)OCCO2 | -8 | -5 | 3 | -4 | 8 | 8 | -0.3 | -4 | -40 | 0
COC(=O)C(Cc1ccc(N(CCCl)CCCl)cc1)N=Cc1ccccc1O (stereo unspecified) | 8 | 33 | 27 | 0 | -3 | 3 | 4.1 | 3 | -12 | 90*
COc1ccc(-n2c(/C=C3/C(=O)Nc4ccccc43)nc3ccccc3c2=O)cc1 | 21 | 13 | -32 | 3 | -2 | -1 | 0.0 | 8 | -2 | -7
O=C1NC(=S)N(C2CC2)C(=O)/C1=C/c1ccc2c(c1)CCN2CCCCl | 5 | -83 | -49 | 5 | -44 | 0 | -0.1 | -79* | -8 | -2
CCC(C)C(=O)N[C@@H](c1ccccc1)[C@@H](O)C(=O)O[C@H]1C[C@@]2(O)[C@@H](OC(=O)c3ccccc3)C3[C@](C)(C(=O)[C@H](OC(C)=O)C(=C1C)C2(C)C)[C@@H](O)C[C@H]1OC[C@@]31OC(C)=O (stereo partly specified) | 4 | -20 | 103* | -4 | -12 | -5 | -0.2 | -4 | 56 | 92*
NCCc1c(Cc2ccccc2)[nH]c2ccccc12 | -3 | 4 | 1 | / | 29 | 0 | 0.0 | -1 | / | /
Cc1cc(Cl)ccc1OCC(=O)N1CCN(C)CC1 | -1 | / | -3 | 1 | 14 | -1 | -0.2 | / | -31 | -7
COc1cc2c(cc1OC)C(C(=O)NCCC(C)C)C1CCCCN1C2=O (stereo unspecified) | -2 | -4 | 3 | 3 | 18 | 7 | 0.2 | 11 | -11 | 1
COc1cccc(-c2nn(CCC#N)cc2C(=O)Nc2ccccc2Cl)c1 | -1 | 11 | -5 | -1 | 3 | -2 | 0.4 | 1 | -31 | 8
N#CCCn1cc(C=C2C(=O)NC(=O)NC2=O)c(-c2ccccc2)n1 | 2 | -7 | 12 | 1 | 18 | 3 | -1.2 | -3 | -21 | 6
N#Cc1c(/N=C/c2c(O)n(Cc3ccco3)c(=O)[nH]c2=O)sc2c1CCCC2 | 7 | 10 | -6 | 1 | 19 | 1 | -0.2 | -9 | 1 | -5
O=[N+]([O-])c1ccccc1CNCCc1c[nH]c2ccccc12 | 1 | 1 | -10 | 2 | 2 | -8 | 0.9 | 3 | -46 | 5
CC(C)OC(=O)C1C(=O)NC2(C)CC1c1ccccc1O2 (stereo unspecified) | -3 | 3 | -9 | -1 | 10 | 1 | -0.2 | -1 | -21 | -1
Cc1[nH]c2ccccc2c1CCN | -4 | 2 | 2 | 4 | 10 | 13 | -0.7 | -8 | -24 | 13
Cc1nnc2n1-c1ccc(Br)cc1C(c1ccccc1Cl)=NC2 | -1 | 22 | 18 | 0 | 10 | 9 | 0.0 | 3 | -32 | 0
O=C(C1CCC(=O)N1Cc1ccccc1Cl)N1CCC2(CC1)OCCO2 (stereo unspecified) | -1 | -7 | 21 | 2 | 18 | -3 | 0.0 | 2 | -15 | -3
COc1cc(N2CCOCC2)ccc1/C=C1\C(=O)NC(=O)N(Cc2ccc3c(c2)OCO3)C1=O | 0 | -9 | 17 | 1 | 26 | 11 | -0.5 | -3 | -5 | -1
COC(=O)C1=C(c2cc3ccccc3s2)C[C@@H]2CC[C@H]1N2C(=O)NCc1ccccc1 | 2 | -5 | 21 | / | 30 | 0 | -0.3 | 7 | / | /
O=C(c1ccccc1)c1ccc(N=Nc2c(O)[nH]c(=O)[nH]c2=O)cc1 | 9 | 25 | -74 | 1 | 15 | 5 | -0.4 | 20 | -4 | 3
CC/C(=N\Nc1ccccc1)c1c(O)[nH]c(=O)[nH]c1=O | 22 | 17 | 2 | 1 | 8 | -4 | -0.1 | -6 | -16 | 4
CN(C)CCN(CC1CCCN(Cc2ccccc2F)C1)C(=O)Cc1c(F)cccc1F (stereo unspecified) | -3 | 2 | 14 | 1 | 9 | -6 | -0.7 | 2 | -11 | 0
Oc1ccc(-[n+]2c(-c3ccccc3)cc(-c3ccccc3)cc2-c2ccccc2)cc1 | 3 | 4 | 3 | / | 15 | 12 | 2.7 | -5 | / | /
CCOC(=O)c1ccc(N=C(C)c2c(O)[nH]c(=O)[nH]c2=O)cc1 | -7 | -62 | -41 | 0 | 25 | -12 | 1.3 | -63* | -20 | -4
c1cncc(CNCCc2ccc3c(c2)OCO3)c1 | -1 | 6 | -10 | 2 | 11 | 8 | -2.6 | 2 | -5 | -4
CCOc1cc2c(cc1OCC)-n1cccc1C(c1ccc(OC)cc1)NC2 (stereo unspecified) | 9 | -1 | 9 | -4 | 3 | -15 | -38 | 1 | -16 | 7
CC(C)(C)NCC(O)c1cc(Cl)c(N)c(Cl)c1 (stereo unspecified) | 0 | -5 | 5 | 1 | 17 | 3 | -0.5 | -8 | 9 | -8
COc1cc(/C=C/c2nc3ccccc3c(=O)n2-c2cccc(O)c2)ccc1O | 10 | 6 | 22 | 5 | ? | 8 | -0.9 | -3 | 4 | -4
CCS(=O)(=O)N1CCC(C(=O)N2CCC3(CC2)OCCO3)CC1 | 0 | -5 | 3 | 1 | 17 | 5 | -0.1 | 3 | -22 | -5
O=C(c1cc(Br)ccc1Cl)N1CCC2(CC1)OCCO2 | -4 | 4 | -8 | -1 | 9 | 12 | 421* | -3 | -23 | -4
COc1ccc(CCn2c(O)c(C=NCCCN(C)C)c(=O)[nH]c2=O)cc1OC | -2 | -14 | 19 | -3 | 2 | 0 | 0.3 | -2 | -7 | -6
c1cncc(CNC2CCCC2)c1 | -7 | / | / | 1 | 10 | 1 | / | / | 3 | 0
O=c1[nH]c(=S)n(Cc2ccc(F)cc2)c(O)c1/C=N/N1CCCCCC1 | 26 | 24 | -1 | 0 | 17 | 8 | -0.7 | 11 | -4 | -6
COP(=O)(OC)C1(Nc2ccc(C)cc2)CCCCC1 | 0 | -5 | -27 | 7 | 7 | 1 | 0.2 | 5 | 3 | 1
CCCC12CN3CCN(CC(C3)/C1=N\NC(=O)c1ccncc1)C2 | 0 | 3 | 2 | -2 | 1 | -2 | 0.1 | 2 | -6 | -1
CN1CCN(c2ccc([N+](=O)[O-])c(N/N=C3\CN4CCC3CC4)c2)CC1 | / | / | -36 | -1 | 18 | 5 | -0.2 | / | -23 | -3
Nc1ccc(C2(c3ccc(N)cc3)CCCCC2)cc1 | -3 | 12 | 13 | 3 | 67 | 1 | -0.8 | 5 | 11 | -3
N=C1c2ccccc2CN1NC(=O)c1ccccc1 | -10 | 3 | -21 | -1 | 8 | -4 | 0.6 | 8 | -20 | 6
COC(=O)C1=C(c2ccccc2)C[C@@H]2CC[C@H]1N2C(=O)NC1CC1 | -1 | -8 | 13 | / | 7 | 0 | -0.1 | 1 | / | /
CCCCn1c(O)c(C(C)=Nc2ccc(OCC)cc2)c(=O)[nH]c1=O | 65* | 0 | 21 | 0 | 3 | 0 | 0.0 | 13 | -3 | 4
OCC12CO[C@@H]3c4ccccc4[C@H](OC1)N32 (stereo partly specified) | -11 | 8 | -5 | -2 | -3 | -23 | 0.5 | -4 | -61 | 1
O=c1cccc2n1CC1CC2CN(Cc2cccc(Cl)c2Cl)C1 (stereo unspecified) | -7 | 33 | -30 | 1 | -7 | 4 | 1.7 | 16 | -5 | -3
COC(=O)C1=CO[C@@H](C)[C@@H]2CN3CC[C@@]4(C(=O)Nc5ccccc54)[C@@H]3C[C@H]12 | -3 | -14 | 16 | 4 | 12 | 0 | -0.5 | 6 | 0 | 2
COc1cc2occc2c2oc(=O)ccc12 | 0 | -9 | -18 | 1 | 8 | -5 | -0.4 | 10 | -17 | 1
CC(O)(CS(=O)(=O)c1ccc(F)cc1)C(=O)Nc1ccc(C#N)c(C(F)(F)F)c1 (stereo unspecified) | 10 | -18 | 14 | 1 | 12 | -7 | -0.4 | -8 | -5 | -1
CC(=O)Nc1ccc(S(=O)(=O)NC(CC(=O)N2CCC3(CC2)OCCO3)C(C)C)cc1 (stereo unspecified) | -13 | 13 | 1 | -4 | 0 | -1 | -0.3 | 2 | -5 | -1
COc1ccc(C(=O)C2CCCN(Cc3ccon3)C2)c(OC)c1 (stereo unspecified) | 0 | -27 | 10 | -3 | 4 | -2 | 0.7 | -5 | -20 | 1

An excerpt; the hit share may differ from the screen's.
